High-throughput results from PubChem BioAssay.
inhibitors of VEEV: inhibitors of VEEV TC-83 cytopathic effect, confirmation, Vero cells (AID 588727). Vero cells, VEEV TC-83 cytopathic effect inhibition; higher % means a stronger effect. 0.13% of 350,000 active. one-dose inhibition, % at 20 µM; IC50 in µM for titrated hits; in the data active = a potency from the dose series; inconclusive = inhibition mostly from about 14% at the one dose, without a potency; inactive = the rest, 99 in 100 with inhibition below about 12%; note: strong numbers were not always called active
tuberculosis growth: growth inhibition of non-replicating M. tuberculosis (AID 488890) | inhibition, % at 25 µM; hits with a dose series show IC50 in µM | Mycobacterium tuberculosis non-replicating, growth inhibition; higher % means a stronger effect | 0.39% of 320,000 active; in the data active = a potency from the dose series; inconclusive = inhibition mostly from about 82% at the one dose, without a potency; inactive = the rest, 99 in 100 with inhibition below about 76%;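 note: plate controls were DMSO cells for no effect and high antibiotic wells for full effect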
M. tuberculosis HTS: M. tuberculosis growth inhibition, HTS (AID 449762); 0.59% of 330,000 active; inhibition, % at 25 µM; hits with a dose series show IC50 in µM; M. tuberculosis H37Rv growth inhibition, 7H9 media; higher % means a stronger effect; in the data active = a potency from the dose series; inconclusive = inhibition above about 70% without an active follow-up result;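 note: bacterial growth assessed after seven days of incubation; strong numbers were not always called active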
influenza NS1A: NS1A inhibition, H1N1 influenza, cell based functional assay (AID 504329); NS1A functional cell-based assay, percent inhibition; higher % means a stronger effect; one-dose inhibition, % at 12.5 µM; IC50 in µM for titrated hits; 0.3% of 340,000 active; in the data active = a potency from the dose series; inconclusive = inhibition above about 27% without an active follow-up result; note: strong numbers were not always called active
PhoP GFP inhibition: PhoP regulon inhibitors, Salmonella typhi PhoP promoter GFP reporter, confirmatory (AID 1850) | 0.33% of 310,000 active | inhibition, % at 50 µM, or IC50 in µM where a hit was titrated | Salmonella Typhi PhoP-promoter GFP reporter, fluorescence, 4 h; higher % means a stronger effect; in the data active = a potency from the dose series; inconclusive = inhibition mostly from about 25% at the one dose, without a potency; inactive = the rest, 99 in 100 with inhibition below about 19%;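 note: 0% = induced wells with vehicle and 100% = uninduced wells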
inhibitors of VEEV 10K pilot screen: also measured in inhibitors of VEEV; calls as there; inhibition, %; measured here: 10K pilot screen inhibition
* hit, by the source's call; i = inactive; ? = inconclusive; nt = not tested or not shown.

SMILES	inhibitors of VEEV	tuberculosis growth	M. tuberculosis HTS	influenza NS1A	PhoP GFP inhibition	others
COc1cc(C(=O)N2c3ccccc3CCC2C)cc(OC)c1OC (centres undefined)	0.6%	5%	9%	-5%	1%
Cc1ccc(S(=O)(=O)N2CCN(C(=O)COC(=O)c3ccccc3Cl)CC2)c(C)c1	7.4%	16%	-17%	-3%	nt
O=C1COCC(=O)N1CCc1c[nH]c2ccccc12	i	-6%	-8%	-19%	0%
CCN(CC)CCNC(=O)c1ccccc1C(=O)c1ncc[nH]1	1.1%	-10%	-3%	-1%	2%
C[C@@H]1CCC(=O)N(C[C@@H](C)CSc2ccc(Br)cc2)CC1	i	39%	0%	4%	nt
O=C(Cc1ccccc1)NNC(=S)Nc1ccccc1	0.6%	21%	1%	nt	-9%
COc1cccc(-c2nc3c(c(=O)[nH]c(=O)n3Cc3ccccc3)n2CCO)c1OC(F)F	2.9%	3%	-1%	8%	0%
N#CCCn1cc(C(=O)Nc2ccc(C(=O)O)cc2)c(-c2cc3ccccc3o2)n1	2.2%	-5%	-8%	13%	5%
CC(C)c1ccc(O)c(NC(=O)c2cncc(Br)c2)c1	4.3%	20%	4%	3%	-2%
CN(C)C(=O)CCc1ccc2c3c([nH]c2c1)[C@]1(CCC2CCCC2)[C@@H](C(=O)N2CCOCC2)C[C@H](CC(=O)NCCC2=CCCCC2)C(=O)N1CC3	i	nt	nt	-6%	nt
O=C(Nc1ccccc1)c1cccc2c(Br)cccc12	1.2%	nt	8%	-7%	5%
Cc1cccc(-n2nc(C)c3c2NC2=C(C(=O)CCC2)C3c2ccccn2)c1 (centres undefined)	7.8%	20%	5%	0%	-23%
CN1C(C(=O)NCc2cccc(C(F)(F)F)c2)CC2Cn3c(nc4cc(Cl)c(Cl)cc43)C21 (centres undefined)	5.5%	20%	-6%	5%	3%
O=C(CCSc1nnc(-c2ccncc2)o1)Nc1ccccc1Cl	1.9%	?	38%	2%	-3%
CCSc1nnc(NC(=O)CSc2nnc(Cc3cccn3C)n2CCc2ccccc2)s1	9.1%	-8%	-11%	-10%	-15%
CCOc1ccc(S(=O)(=O)NCCC(=O)NCc2cccnc2)cc1	1.8%	-12%	-5%	-11%	9%
CC(C)OC(=O)CC(=O)c1sc2nc3c(cc2c1N)CN(C)CC3	nt	18%	1%	nt	4%
CCCCOc1ccc(CNC(=S)N/N=C/c2ccc(OC)c(OC)c2)cc1	1.3%	-35%	0%	-4%	15%
O=C1c2ccccc2C(=O)c2c1cccc2N1CCN(CCO)CC1	3.4%	11%	-2%	10%	-5%
O=C(NCCCSc1ccccc1)c1cnc(Cl)c(Cl)c1	1.0%	51%	-1%	-5%	6%
CCOC(=O)c1sc(NC(=O)CSc2ncccn2)c(C#N)c1C	1.5%	nt	nt	5%	nt
COc1ccccc1NC(=O)C1CCN(S(=O)(=O)c2ccc3c(c2)NC(=O)C(C)S3)CC1 (centres undefined)	6.1%	27%	6%	0%	0%
Cc1noc(C)c1COC(=O)c1ccc2c(c1)OCCO2	2.0%	-2%	-1%	22%	-2%
CCCNC(=O)c1nc(C)n(-c2cc(Cl)cc(Cl)c2)n1	1.2%	12%	-4%	-3%	3%	inhibitors of VEEV 10K pilot screen=1.1
CCCN(CCC)C(=O)CSc1nc2n[nH]c(C)c2c(=N)n1-c1ccc(OC)cc1	6.9%	34%	4%	3%	-8%
CC(=O)Nc1ccc(N2C(=O)CC(N3CC(C)OC(C)C3)C2=O)cc1 (centres undefined)	0.6%	-2%	-9%	-9%	0%
Cc1csc(NC(=O)CSc2nnc(-c3ccco3)n2C)n1	2.2%	-5%	-4%	0%	-14%
CCC(C)[C@H]1CNC(=S)N1CCc1cc(C(F)(F)F)cc(C(F)(F)F)c1 (some centres undefined)	3.0%	13%	7%	-13%	1%
COc1ccc(-c2[nH]ncc2/C=C(/C#N)C(=O)NC2CCCCC2)cc1	4.2%	22%	-5%	-2%	4%
O=C(Nc1ccc(Br)cc1)C1CCC(=O)N1Cc1ccccc1Cl (centres undefined)	2.6%	18%	-3%	-1%	10%
COc1cc(CC(=O)OCC(=O)NCc2cccs2)cc(OC)c1OC	6.5%	33%	-3%	-3%	nt
CCOC(=O)CNC(=S)N1CCn2c(nc3ccccc32)C1	0.0%	14%	-2%	3%	-4%
Cc1c(Cl)cccc1NC(=O)C1C2C=CC(C2)C1C(=O)O (centres undefined)	0.6%	10%	1%	-1%	-5%
COc1ccc(-c2nc(SC)n(C(=O)c3ccco3)n2)cc1	0.2%	5%	1%	-5%	-4%
O=c1c2cn[nH]c2[nH]c(=S)n1-c1ccccc1	0.2%	12%	-9%	8%	-12%
NCCCC[C@H]1CN=C(N)N1CCc1cccc2ccccc12	2.5%	20%	6%	11%	-3%
C#CCOCCOCCOCCNc1nc(N2CCN(C(=O)[C@H]([C@@H](C)CC)n3cc([C@@H](N)Cc4ccc(O)cc4)nn3)CC2)nc(N2CCN(C(=O)[C@H](Cc3cc4ccccc4[nH]3)n3cc([C@@H](N)C(C)CC)nn3)CC2)n1 (some centres undefined)	nt	?	?	nt	18%
O=C(c1cccc(Cl)c1)C1CCCN(Cc2ccc(N3CCNC3=O)cc2)C1 (centres undefined)	2.5%	-5%	-1%	-2%	7%
Cc1ccnc(NC(=O)CCC2CCCCC2)c1	i	28%	2%	-4%	0%
Cc1ccc(-n2c(SCC(N)=O)nc3c(oc4ccccc43)c2=O)cc1	0.4%	0%	-2%	27%	-4%
CC12C=CC3(CN(Cc4ccccc4)C(=O)C3C1C(=O)NCc1ccco1)O2 (centres undefined)	1.4%	4%	-2%	-1%	-1%
O=C(O)COC(=O)C1C(c2ccccc2)C(C(=O)O)C1c1ccccc1 (centres undefined)	0.2%	-12%	-6%	-1%	0%
CN(Cc1ccco1)C(=O)C(Cc1ccccc1)NS(=O)(=O)c1ccc2c(c1)CCC(=O)N2 (centres undefined)	1.0%	nt	-9%	-1%	7%
Cc1cccc(OCc2nnc(SCC(=O)N3CCc4ccccc43)n2C)c1	3.3%	-1%	0%	-3%	-4%
CCC(C)OC(=O)n1ccc(C(=O)Nc2nccs2)n1 (centres undefined)	1.9%	25%	13%	-6%	6%
COc1ccc(OC)c(S(=O)(=O)N(C)CC(=O)Nc2ccc3c(c2)OCO3)c1	2.4%	12%	-2%	-21%	13%
O=C(O)CNc1ccccc1C(=O)O	0.1%	-1%	-6%	-16%	0%
C=CCn1c(O)c(/C=C/C=Nc2ccccc2)c(=O)[nH]c1=O	0.3%	6%	1%	6%	-9%
CC(C)Sc1nc2ncnc(N)c2[nH]1	4.0%	-15%	-4%	-7%	-5%
CCCCN(C(=O)c1cccc(-n2cccc2)c1)c1c(N)n(CCCC)c(=O)[nH]c1=O	4.4%	41%	5%	-7%	3%

Later entries:
SMILES	inhibitors of VEEV	tuberculosis growth	M. tuberculosis HTS	influenza NS1A	PhoP GFP inhibition	others
Cc1cccc(OCC(=O)NC(=S)Nc2ccc(S(=O)(=O)NC3CCCCC3)cc2)c1	1.5%	42%	0%	1%	-1%
CCOc1ccc(N2C(=O)CN(c3cccc4ccccc34)C2=S)cc1	2.5%	21%	-1%	-8%	-6%
COc1ccc(NC(=O)N(C)C[C@H]2Oc3ccc(NC(=O)Cc4ccccc4)cc3CC(=O)N([C@H](C)CO)C[C@H]2C)cc1	i	24%	0%	5%	nt
CCN(CC)C(=S)NC(=O)C12CC3CC(CC(C3)C1)C2	i	1%	22%	-10%	2%
Cc1cnc(C(=O)OCC(=O)Nc2ccc(C)c(S(=O)(=O)N(C)C)c2)cn1	3.9%	5%	-5%	-8%	-1%
O=C(c1ccc(-c2ccc([N+](=O)[O-])cc2)o1)N1CCN(S(=O)(=O)c2cccs2)CC1	5.9%	82%	2%	-4%	nt
CCN(c1ccc(NC(=O)COC(=O)c2ccc(C)s2)cc1)C(C)C	1.3%	?	?	19%	0%
CC(C)CC(=O)N1CCN(Cc2ccc(Cl)cc2)CC1	0.7%	6%	0%	-2%	0%
Cc1cccc2c(CC(=O)O)noc12	i	104%	-7%	-1%	-8%
Cc1cc(C)c(NC(=O)c2ccc(CN3CCc4ccccc4C3)cc2)c(C)c1	3.5%	56%	?	12%	6%
CC(NC(=S)NC(=O)c1ccccc1)c1ccccc1 (centres undefined)	0.8%	nt	2%	1%	-1%
c1coc(CNCCc2c[nH]c3ccccc23)c1	0.7%	5%	6%	2%	4%
COc1ccc(-c2cc(-c3ccc(O)cc3)nc(N)c2C#N)cc1OC	7.3%	17%	7%	-7%	-2%
CCN(CC)P(=O)(Nc1ccc(SC(F)F)cc1)c1ccc(N(C)C)cc1NC(=O)c1ccco1 (centres undefined)	5.1%	59%	20%	13%	-3%
CC(C)CNC(=O)c1ccccc1Oc1ccccc1	0.9%	7%	5%	-4%	-2%
CC[C@]12C(=O)N(C)C[C@H]([C@@H]3C(=O)N(C)C(=O)[C@@H]31)N2C(=O)c1ccc(Cl)cc1	0.1%	nt	nt	-1%	nt
COc1ccc(C(C)(C)C)cc1NC(=O)CNc1cccc2ccccc12	6.9%	32%	-2%	20%	0%
CCCCCCCNC(=O)C1(CC2CC(c3ccc(Cl)cc3)=NO2)CCNCC1 (centres undefined)	i	79%	?	-10%	37µM*
C=CCNC(=S)/C(=C(\[O-])c1ccc(Cl)cc1)[n+]1ccccc1	1.1%	5%	-6%	12%	0%
CCOc1ccccc1/C=C(/NC(=O)c1ccccc1)C(=O)NC(C)c1ccccc1 (centres undefined)	0.9%	14%	4%	-2%	-5%
Brc1cnc(OCc2ccccc2)nc1OCc1ccccc1	0.7%	nt	nt	10%	nt
Fc1cccc(Cc2noc(CN3CCOCC3)n2)c1	1.1%	-8%	0%	-2%	0%
COC(=O)Cc1ccc(NC(=S)N2CCCC(CO)C2)cc1 (centres undefined)	0.3%	-5%	-1%	-3%	-3%
COc1ccccc1C(=O)NNC(=O)C(=O)NC1CCCCC1	1.0%	?	?	1%	12%
COCc1cc(C)nc(SCC(=O)Nc2cc(C(F)(F)F)ccc2N2CCOCC2)c1C#N	10%	15%	0%	-3%	-5%
Cc1ccc(CNC(=O)CCCCn2c(=O)[nH]c3ccsc3c2=O)cc1	1.5%	-6%	0%	0%	4%
CCOC(=O)C(NC(=O)CC(C)C)(Nc1sc2c(c1C(N)=O)CCCC2)C(F)(F)F (centres undefined)	7.1%	-3%	5%	2%	-10%
CCCCSc1nc(CCC)cc(=O)[nH]1	0.7%	17%	0%	-10%	-6%
Cc1nc2ncnn2c(C)c1CCC(=O)N1CCc2ccccc21	3.4%	-22%	?	17%	8%
COc1cccc(C2C(C(=O)OC(C)C)=C(C)N=c3s/c(=C\c4ccc(C(=O)O)cc4)c(=O)n32)c1 (centres undefined)	2.7%	nt	7%	3%	-22%
NC(=O)c1c(NC(=O)c2cccnc2)sc2c1CCCCC2	1.6%	6%	2%	1%	4%
CC(=O)OC[C@]12CCC(C)=C[C@H]1O[C@@H]1[C@H](O)[C@@H](OC(C)=O)[C@@]2(C)[C@]12CO2	3.5%	-3%	-8%	0%	10%
COC(=O)CSCc1nc2ccccc2[nH]c1=O	3.4%	nt	-12%	-13%	-27%
O=C(O)c1cccc(S(=O)(=O)Nc2ccc(Cc3ccncc3)cc2)c1	i	5%	2%	6%	nt
COc1ccc(C(=O)c2sc3nc(-c4ccc(OC)cc4)ccc3c2N)cc1	i	-27%	7%	11%	3%
c1ccc(CCc2nc(-c3cccnc3)no2)cc1	5.2%	nt	10%	-3%	8%
